AID inh: Primary qHTS assay for inhibitors of Activation Induced Cytidine Deaminase (AID): AID signal; Single-stranded DNA cytosine deaminase (Homo sapiens), Q9GZX7; AID deamination FRET fluorescence, UDG-coupled, 4 h; Potency, µM (top dose mostly 115 µM), for inactives: at the top dose activity change, negative = inhibition, hits mostly inhibitors; 0.32% of 91,000 active; AID 1347428, 2020; further: nearly all actives have a fitted effect of over 25% in size
Target sequence (Q9GZX7 whole entry, looked up): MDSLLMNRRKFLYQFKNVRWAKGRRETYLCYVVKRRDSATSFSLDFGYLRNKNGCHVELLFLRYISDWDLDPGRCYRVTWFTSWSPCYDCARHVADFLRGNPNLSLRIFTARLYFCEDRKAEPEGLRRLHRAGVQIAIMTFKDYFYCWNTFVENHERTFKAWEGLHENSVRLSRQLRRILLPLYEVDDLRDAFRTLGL
UDG counterscr: Primary qHTS assay for inhibitors of Activation Induced Cytidine Deaminase (AID): UDG Counterscreen signal; 0.14% of 91,000 active; Potency, µM (series often up to 115 µM), inactives show at the highest dose activity change, negative = inhibition, hits mostly inhibitors; Uracil-DNA glycosylase; AID 1347430, 2020; FRET deamination/UDG coupled assay, UDG read, 4 h; further: nearly all actives have a fitted effect of over 65% in size
Starred values were filed as active, the others as inactive; ? = inconclusive; & = joins results of further samples; [ ] = another dose, or the depositor's remark. The call rests on the fitted dose curve; in most records, active means well fitted curve in the direction sought with a large enough effect; inconclusive means small, poorly fitted or top-dose-only effect, or another doubt; inactive means no such curve, though single readings can be large; an effect the other way counts as inactive or inconclusive. On the % scale 0 is the no-effect control and ±100 the full control effect; potency means the concentration at half of the fitted maximal effect. A portion of the library; rates above refer to the full screens.

SMILES	AID inh	UDG counterscr
COc1ccc(Cl)cc1Nc1sc(C(=O)c2ccccc2)c(N)c1C(=O)Nc1ccccc1	151%[activator]	-5%
Cc1cccc(-c2nc3scc(CCNS(=O)(=O)c4ccc(F)c(C(F)(F)F)c4)n3n2)c1	5%	-3%
Cc1cccc(OCC(=O)N(Cc2ccccc2)c2ccccn2)c1	-1%	2%
Cc1ccc(CNC(=O)c2ccc3nc(-c4ccccc4)c(-c4ccccc4)nc3c2)cc1	7%	7%
Cc1c(C)n(C)c2ccc(C(=O)NCCCN3CCCCC3)cc12	4%	0%
Cc1cccc(NC(=O)Cn2c(=O)n(CCC(=O)N3CCc4ccccc4C3)c(=O)c3ccccc32)c1	-29%	-14%
Cc1nn(-c2nc3ccccc3o2)c2c1C(c1cccc(Cl)c1Cl)CC(=O)N2 (stereo not drawn)	-9%	4%
N#Cc1ccccc1Sc1ccccc1C(=O)Oc1ccc(Cl)cc1Cc1ccccc1	-6%	-7%
CCc1ccc(CNC(=O)c2cc3c(=O)n(Cc4cccs4)ccc3nc2C)cc1	8%	-8%[57.5 µM]
CC(=O)Nc1cccc(C(C)NC(=O)Nc2ccccc2SC2CCCC2)c1 (stereo not drawn)	-16%	0%
COc1cccc(CNC(=O)Cn2c(=O)nc3n2C(=O)N(c2ccccc2)C3)c1	-6%	-6%
CCCCNc1nc(Oc2ccc(=O)n(-c3ccccc3)n2)nc(N(C)C)n1	-29%	12%
Cc1cc(C)cc(NC(=O)CCCc2nc(-c3ccco3)no2)c1	3%	-19%
CCc1ccc(NC(=O)CN2C(=O)C(=O)c3ccccc32)cc1	71%[activator]	3%
COc1cc(C(=O)Oc2ccc3c(c2)O/C(=C\c2ccc(C(C)(C)C)cc2)C3=O)cc(OC)c1OC	-10%	-13%
CC1CCN(S(=O)(=O)c2cn(CC(=O)Nc3cccc(C(F)(F)F)c3)c(=O)c3ccccc23)CC1	?	-17%
COc1ccccc1OCc1nc2ccccc2n1Cc1ccccc1	-10%	-2%
Cc1oc2cc3oc(=O)c(CCC(=O)NCCc4ccccc4F)c(C)c3cc2c1C	-18%	7%
O=C(Nc1cccc(Cl)c1)C1CCCN(c2ncnc3c2nc2n3CCCCC2)C1 (stereo not drawn)	-8%	-5%
CC(C)CN(C(=O)CSc1nc(CN2CCOCC2)nc2ccccc12)C1CCS(=O)(=O)C1 (stereo not drawn)	2%	-2%
CC1=C(c2ccc(F)cc2)S(=O)(=O)N=C1N1CCC(C(=O)NCCc2cccc(C)c2)CC1	-6%	-18%
Clc1ccc(Nc2nc(-c3ccccc3)c3ccccc3n2)c(Cl)c1	16%[57.5 µM]	-4%[57.5 µM]
N#Cc1c(N2C(=O)CC(c3ccc4c(c3)OCO4)C3=C2CCCC3=O)sc2c1CCCCC2 (stereo not drawn)	-9%	2%
CCC(C(=O)NCCc1ccc(OC)c(OC)c1OC)n1nc(C)c2sc3ccccc3c2c1=O (stereo not drawn)	?	?
O=C(Cc1ccc(Cl)cc1)Nc1nc2c(s1)CCCC2	-10%	-6%
O=C(NCc1cccc(Cl)c1)c1cnc(N2CCOCC2)c2ccccc12	-10%	?
C[C@H](NC(=O)CCn1ccc2ccc(F)cc21)C(=O)O	11%	8%
CC(C)(C)OC(=O)N1CCC(c2c(C(=O)N3CCCCC3)cnn2-c2ccc(F)cc2)CC1	2%	7%
COc1ccc(-n2cnc3c2NC(=O)CC3c2cccnc2)c(OC)c1 (stereo not drawn)	6%	-4%
C[N+]1(C)CCC(OC(=O)C(c2ccccc2)c2ccccc2)CC1	2%	-4%
O=C(O)CC(NC(=O)c1ccccc1F)c1ccc(OC2CCCC2)cc1 (stereo not drawn)	2%	-4%
CCOc1ccc(NC(=O)Nc2nnc(N3CCCCC3)s2)cc1	-1%	-2%
Cc1cc(NC(=O)CSc2nc3c([nH]c4ccccc43)c(=O)n2-c2cccc(Cl)c2)no1	2%	-14%
Cc1ccc(C)c(C(=O)COC(=O)CCCC(=O)Nc2cc(C(F)(F)F)ccc2Cl)c1	13%	7%
COc1ccc(NC(=O)c2ccc(NC(=O)CCS(=O)(=O)c3cccs3)cc2)cc1OC	35%[activator]	-11%
O=C1CC(c2cc(Cl)ccc2F)c2c(n3c(nc4ccccc43)[nH]c2=O)N1 (stereo not drawn)	3%	3%
CCN(C(=O)CSc1nnc(-c2cc3occc3n2C)n1-c1ccccc1C)c1cccc(C)c1	5%	-4%
COc1cc(NC(=O)COc2cc(C)cc3oc(=O)cc(C)c23)cc(OC)c1OC	-2%	-7%
Cc1nc2nc(SCC(=O)Nc3ccccc3C(C)(C)C)[nH]c2cc1Br	-14%	-8%
Cc1cccc(NC(=O)CN2C(=O)CC(c3ccccc3)Sc3ccccc32)c1 (stereo not drawn)	-2%	7%
COc1ccc2nc3sc(C(=O)N4CCN(c5ccccc5)CC4)cc3cc2c1	7%	-3%
CCCC1=Nc2cc(C(=O)NC3CCCCC3)ccc2Sc2ccc(C)cc21	5%	3%
O=C(CSc1nncn1-c1ccccc1F)Nc1ccccc1C(=O)Nc1ccccc1	4%	1%
N#Cc1nc(C2CC2)oc1N1CCN(C(=O)c2cccnc2)CC1	-1%	5%
C=C(COC(C)=O)C1Cc2c(ccc3c2OC2COc4cc(OC)c(OC)cc4C2C3=O)O1 (stereo not drawn)	14%	-3%
COC(=O)c1ccc(OCc2cccc(C#N)c2)c(OC)c1	-2%	-1%
O=C(NCc1ccc(F)cc1)C1CCCCC1	3%	0%
CCc1cc2c(cc1C1(C)OCCO1)C(C)(C)CCC2(C)C	-3%	1%
Cc1ccc2[nH]c(C)c(CCNC(=O)c3cc4cc(Br)ccc4oc3=O)c2c1	4%	5%
CC1CCc2nc3ncn(Cc4ccccc4C#N)c(=O)c3cc2C1 (stereo not drawn)	-17%	39%[activator]
CC(C)c1ccc(C(C)NC(=O)Cc2cccs2)cc1 (stereo not drawn)	-2%	9%
COc1ccc(OC)c(-c2cc(C(=O)Nc3cccc(Cl)c3C)no2)c1	14%	-20%
CCN(c1cccc(C)c1)S(=O)(=O)c1ccc2[nH]cc(C(=O)NCCCOC)c(=O)c2c1	?	-13%
COc1ccc(C2Nc3ccccc3-c3cc(C)nn32)cc1O (stereo not drawn)	-11%	?
Cc1cc(C(=O)NC2CCCc3ccccc32)c2ccccc2n1 (stereo not drawn)	-3%	-1%
COc1cccc(C2CC(=O)Nc3c(C(=O)O)cn(-c4cccc(Cl)c4)c32)c1OC (stereo not drawn)	-3%	2%
CCOc1ccccc1NC(=O)CCc1ccc(-c2ccc(C)cc2)o1	-3%	3%
CCN(Cc1ccccc1)c1ncnc2c1nnn2C	-7%	?
Cc1ccc(S(=O)(=O)c2nc(-c3cccs3)oc2N2CCCCC2)cc1	-18%[57.5 µM]	-23%[57.5 µM]
CC(C/C=N/NC(=O)c1csc2ccccc12)c1ccccc1 (stereo not drawn)	-1%	-7%

Going on with the list.
SMILES	AID inh	UDG counterscr
COc1ccc(/C=C(/C(=O)O)c2cccs2)cc1	5%	0%
CC(C)n1cc2c(c1-c1ccccc1Cl)c(=O)n(C)c(=O)n2C	?	-14%
O=C(Cc1n[nH]c(=O)c2ccccc12)N(Cc1ccccc1)c1nc2c(s1)CCCC2	-9%	3%
COc1ccc(-c2nn(C)c3sc(C(=O)NCCN(C)C)cc23)cc1OC	?	-9%
Cc1ccc(-c2[nH]c3ccccc3c2SCCNC(=O)c2ccc(S(=O)(=O)N3CCOCC3)cc2)cc1	-15%	-8%
CCOc1ccc(C(=O)NCCn2cc(SCC(=O)Nc3ccc4c(c3)OCCO4)c3ccccc32)cc1	17%	6%
CCOc1ccc(/C=C/C(=O)c2cccc(Br)c2)cc1OC	-28%	-12%
O=C(NCc1ccccc1)NC(NC(=O)c1cccnc1)(C(F)(F)F)C(F)(F)F	-1%	0%
Cc1cc(C)n(-c2nc3c(c(=O)n(CC(N)=O)c(=O)n3C)n2Cc2ccccc2F)n1	-8%	-2%
COc1ccc(C(=O)Oc2cccc3c(OC)ccc(C=O)c23)cc1OC	17%	-9%
Cc1cc(C(=O)CSc2nnnn2C2CC2)c(C)n1Cc1ccco1	-14%	4%
CC(C)c1nnc(NC(=O)c2nn(C(C)C)c(=O)c3ccccc23)s1	2%	-4%

Given with two lines to a compound: entries from further up
Results follow in this order: AID inh, UDG counterscr
COc1ccc(C2Nc3ccccc3-c3cc(C)nn32)cc1O (stereo not drawn)
  -11%, ?
Cc1cc(C(=O)NC2CCCc3ccccc32)c2ccccc2n1 (stereo not drawn)
  -3%, -1%
COc1cccc(C2CC(=O)Nc3c(C(=O)O)cn(-c4cccc(Cl)c4)c32)c1OC (stereo not drawn)
  -3%, 2%
CCOc1ccccc1NC(=O)CCc1ccc(-c2ccc(C)cc2)o1
  -3%, 3%
CCN(Cc1ccccc1)c1ncnc2c1nnn2C
  -7%, ?
Cc1ccc(S(=O)(=O)c2nc(-c3cccs3)oc2N2CCCCC2)cc1
  -18%[57.5 µM], -23%[57.5 µM]
CC(C/C=N/NC(=O)c1csc2ccccc12)c1ccccc1 (stereo not drawn)
  -1%, -7%
COc1ccc(/C=C(/C(=O)O)c2cccs2)cc1
  5%, 0%
CC(C)n1cc2c(c1-c1ccccc1Cl)c(=O)n(C)c(=O)n2C
  ?, -14%
O=C(Cc1n[nH]c(=O)c2ccccc12)N(Cc1ccccc1)c1nc2c(s1)CCCC2
  -9%, 3%
COc1ccc(-c2nn(C)c3sc(C(=O)NCCN(C)C)cc23)cc1OC
  ?, -9%
Cc1ccc(-c2[nH]c3ccccc3c2SCCNC(=O)c2ccc(S(=O)(=O)N3CCOCC3)cc2)cc1
  -15%, -8%
CCOc1ccc(C(=O)NCCn2cc(SCC(=O)Nc3ccc4c(c3)OCCO4)c3ccccc32)cc1
  17%, 6%
CCOc1ccc(/C=C/C(=O)c2cccc(Br)c2)cc1OC
  -28%, -12%
O=C(NCc1ccccc1)NC(NC(=O)c1cccnc1)(C(F)(F)F)C(F)(F)F
  -1%, 0%
Cc1cc(C)n(-c2nc3c(c(=O)n(CC(N)=O)c(=O)n3C)n2Cc2ccccc2F)n1
  -8%, -2%
COc1ccc(C(=O)Oc2cccc3c(OC)ccc(C=O)c23)cc1OC
  17%, -9%
Cc1cc(C(=O)CSc2nnnn2C2CC2)c(C)n1Cc1ccco1
  -14%, 4%
CC(C)c1nnc(NC(=O)c2nn(C(C)C)c(=O)c3ccccc23)s1
  2%, -4%

(further entries)
SMILES	AID inh	UDG counterscr
COc1ccc(N2CC(NC(=O)C3CC3)CC2=O)cc1 (stereo not drawn)	-14%&2%	?
S=C(NCCC1=CCCCC1)Nc1ccc(Br)cc1	-3%	-4%
Cc1cc(C)cc(NC(=O)C2CC(=O)N(c3ccccc3)C2)c1 (stereo not drawn)	-6%	10%
O=c1[nH]c2cc3c(cc2c(=O)n1CCCc1nc(-c2ccc(C(F)(F)F)cc2)no1)OCO3	-6%	-8%
COc1ccc(OC)c(NC(=O)CCn2cccn2)c1	81%[activator]	8%
CCCCN(C)CCCNC(=O)Cn1ncc2c3ccccc3n(Cc3ccccc3F)c2c1=O	2%	4%
CCc1ccc(C2=CC(c3c(F)cccc3Cl)n3c(nc4ccccc43)N2)cc1 (stereo not drawn)	-2%[57.5 µM]	-10%[57.5 µM]
CCN(Cc1ccccc1)C(=S)Nc1ccc(C)cc1C	-10%	-9%
CCc1cccc(NC(=O)CCC2CCCCC2)c1	-9%	-2%
Cc1c(Cl)cccc1NC(=O)CCOc1ccccc1	14%[57.5 µM]	2%[57.5 µM]
COc1ccc(-c2nc(SCC(=O)N3CCN(c4ccc(F)cc4)CC3)n[nH]2)cc1	9%	1%
NC(=O)C1CCN(C(=O)Cn2c(-c3cccs3)cc3ccccc32)CC1	98%[activator]	18%
CCOC(=O)c1ccc(CN(Cc2ccc(OC)cc2)S(=O)(=O)c2cccc(C(F)(F)F)c2)cc1	-8%	4%
COc1ccc(OC2CCN(S(=O)(=O)c3ccc(OC)cc3)CC2)cc1	?	-3%
CC(C)C(C)(C#N)NC(=O)CC1CC2CCC1C2 (stereo not drawn)	-3%	-3%
